Bioassay records (PubChem)
RAD52 inh = RAD52 DNA annealing inhibitors, primary screen, biochemical, FRET, single point, set 2; recombinant RAD52 DNA annealing, FRET fluorescence; AID 651710, 2012; 360,000 tested, 0.46% active; inhibition, % at 18.7 µM; DNA repair protein RAD52 homolog (Homo sapiens), P43351;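 active = every replicate showing at least 50% inhibition; inconclusive = mean inhibition at least 50% but not in every replicate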
S100A4 MyoIIA = inhibitors of S100A4-myosin IIA peptide binding, primary screen, biochemical, fluorescence polarization, TAMRA-MyoIIA peptide; AID 652163, 2013; inhibition, % at 10.7 µM; Protein S100-A4 (Homo sapiens), P26447; 360,000 tested, 0.14% active;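 active = mean inhibition of at least 70% across replicates, with every replicate also reaching that level; inconclusive = mean inhibition reaches 70% but some replicates fall short; inactive = mean inhibition below 70%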
Target sequence (P26447 whole entry, looked up): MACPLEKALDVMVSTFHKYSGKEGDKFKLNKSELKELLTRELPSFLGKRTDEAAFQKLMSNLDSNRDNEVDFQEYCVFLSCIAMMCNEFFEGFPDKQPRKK
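Material: S100A4 monomer (human). Medium: Calcium-containing HEPES buffer, pH 7.2. Probe or stimulus: labelled myosin peptide probe, 5 nM. Compound dosing: one concentration per compound. Timing: polarization read 5 min after assay mix addition, stable 5–60 min. Benchmarks: DMSO as neutral control, TFP as positive control.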
RAD54 inh = inhibitors of human RAD54 branch migration, primary screen, biochemical, fluorescence, single point. AID 602329, 2012. DNA repair and recombination protein RAD54-like (Homo sapiens), Q92698. RAD54 Holliday junction branch migration, FAM/BHQ fluorescence. 360,000 tested, 0.14% active. inhibition, % at 10.4 µM;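 active = mean normalized replicate activity at least 40 and at least half of replicates scoring 40 or more; inconclusive = only one of the two criteria met; inactive = mean below 40 and under half of replicates reaching 40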;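 also: 0% = median of neutral control wells and 100% = median of positive control wells; inhibitors cause a drop in the FAM fluorescence signal; in these data hits start at about 50%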
Target sequence (Q92698 whole entry, looked up): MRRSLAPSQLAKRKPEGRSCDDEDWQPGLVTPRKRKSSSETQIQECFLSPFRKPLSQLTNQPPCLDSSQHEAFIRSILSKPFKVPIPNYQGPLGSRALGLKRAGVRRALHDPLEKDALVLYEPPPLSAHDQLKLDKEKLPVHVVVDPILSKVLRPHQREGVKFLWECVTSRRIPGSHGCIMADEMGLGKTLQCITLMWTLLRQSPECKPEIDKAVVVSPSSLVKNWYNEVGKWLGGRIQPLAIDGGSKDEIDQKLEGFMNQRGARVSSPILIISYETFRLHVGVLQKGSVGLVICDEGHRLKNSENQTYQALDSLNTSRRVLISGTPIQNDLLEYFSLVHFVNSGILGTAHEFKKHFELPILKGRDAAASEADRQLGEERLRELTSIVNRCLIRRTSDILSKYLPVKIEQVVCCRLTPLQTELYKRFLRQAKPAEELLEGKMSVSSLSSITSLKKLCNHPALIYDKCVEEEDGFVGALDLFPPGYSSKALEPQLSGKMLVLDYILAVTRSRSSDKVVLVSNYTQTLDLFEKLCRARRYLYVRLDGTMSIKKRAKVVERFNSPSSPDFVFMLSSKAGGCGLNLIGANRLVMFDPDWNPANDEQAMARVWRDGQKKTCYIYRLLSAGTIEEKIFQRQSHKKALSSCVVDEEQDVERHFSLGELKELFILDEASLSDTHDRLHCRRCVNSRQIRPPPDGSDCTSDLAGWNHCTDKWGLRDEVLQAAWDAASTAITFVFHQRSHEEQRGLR
esBAF inh = Bmi1 luciferase reporter increase in mESCs, primary screen, esBAF inhibitor project, mouse ES cells, Bmi1 luciferase knock-in, single point; 24 h; 100% = twice the neutral-well signal; reporter increase, % at 12.5 µM; 350,000 tested, 2% active; in the data active = activation above about 40%; inconclusive = no clear call, values can overlap the other calls;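 also: 0% = median of the plate's neutral control wells and 100% = double that signal; a rise in the Bmi1 reporter signal indicates esBAF inhibition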
E-sel inducer = E-selectin induction in HUVECs, primary screen, imaging, HUVEC, immunofluorescence imaging, single point; P16581; AID 686992, 2013; normalized: neutral wells 0, TNF-alpha wells 100; 260,000 tested, 0.37% active; activation, % at 7.58 µM;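 active = mean E-selectin-positive cell signal at least 10% of the positive control, reached in at least 60% of replicates, without over 20% cell loss; inconclusive = no rule given, readout overlaps actives, possibly toxicity-flagged; inactive = the rest, including those meeting only one limit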;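 also: in these data hits start at about 27%; measured in HUVEC primary endothelial cells; signal is the percent of cells scored E-selectin positive by PE staining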
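assay system = HUVEC, human umbilical vein endothelial cells | input = 3,000 HUVEC seeded per well | medium = EGM-2 growth medium on 0.1% gelatin-coated wells | dosing = one compound dose added by pin transfer | signal = immunofluorescence imaging | read-out basis = % PE-positive cells | control set = TNF-alpha, DMSO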
FN deposition inh = inhibitors of fibronectin matrix deposition, primary screen, AH1F cells, Alexa488-fibronectin fluorescence, plate reader; AID 743247, 2014; inhibition, % at 12.6 µM; AH1F fibroblasts, overnight; 350,000 tested, 0.086% active;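 active = mean inhibition across replicates of 30% or more, regardless of how many single replicates reach that level; inconclusive = mean under 30% yet at least half of replicates reach 30%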;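 also: positive control wells lacked labelled fibronectin entirely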
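Test system: AH1F fibroblast monolayer depositing Alexa488-labelled fibronectin into matrix. Input: 10000 cells per well. Technique: fluorescence, ex 485 nm, em 525 nm. Buffer or medium: DMEM plus 2% serum, read in PBS. Timing: 1 h cell adhesion before compound, then overnight fibronectin incubation. Compound: single dose, pinned. Read-out basis: inhibition from reduced deposited-fibronectin fluorescence.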
Xi reactivation = activators of inactive X chromosome reactivation, primary screen, imaging, XiGFP fibroblasts, GFP high-content imaging, set 2. XiGFP mouse fibroblasts, % GFP-positive cells imaging, 3 d; cells co-treated with 5-aza-dC sensitizer; scaled so ellipticine positive control = 100%. activation, % at 7.58 µM. 360,000 tested, 0.055% active. AID 743238, 2013;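 active = mean normalized replicate activation at least 10% and every replicate at or above 10%; inconclusive = only one of the two criteria met; inactive = mean below 10% and not all replicates reach 10%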;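 also: 0% = median of on-plate neutral control wells and 100% = ellipticine 6 µM median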
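Assay system: SV40-immortalized XiGFP fibroblast cells, line 68-5-11; buffer or medium: DMEM plus 5-aza-dC sensitizer; compound: one concentration, pinned; timing: compounds 3 days, fix/stain 15 min at room temperature; benchmarks: positive control ellipticine, 6 µM final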
EWS-Fli inh = EWS/Fli-driven NR0B1 reporter inhibitors, primary screen, A673 cells, NR0B1 luciferase, luminescence, MLPCN library; inhibition, % at 12.6 µM; viability-normalised; 350,000 tested, 0.67% active;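 active = mean inhibition of at least 50% after viability correction, with every replicate also passing that limit; inconclusive = mean reaches 50% but only one of two replicates passes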;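 also: firefly luciferase signal divided by Alamar Blue viability fluorescence both relative to DMSO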
Active calls of the source: *; i = inactive; ? = inconclusive; · = not tested or not shown; & = joins results of further samples.

Molecule	RAD52 inh	esBAF inh	Xi reactivation	FN deposition inh	E-sel inducer	RAD54 inh	EWS-Fli inh	S100A4 MyoIIA
COc1cccc(N2CCN(C(=O)c3ccc(-c4ccccc4)cc3)CC2)c1	-4	-12	0.1	-7	-0.1	-3	2	8
COCCNC(=O)C[C@H]1CC[C@@H]2[C@@H](COc3ccc(NC(=O)c4cnccn4)cc3C(=O)N2C)O1	-1	-1	0.4	1	0.1	7	6	1
CC=Cc1ccc2n(c1=O)C[C@@H]1[C@@H](CO)[C@H](C(=O)NC3CCCC3)N(C(=O)C3CCC3)[C@H]21 (mixture of isomers)	-1	·	0.0	1	0.0	·	-2	2
CCn1c(SCC(=O)NNC(=O)c2ccccc2)nnc1-c1ccco1	-15	-6	0.1	0	1.0	·	10	3
Cn1cc(S(=O)(=O)NCc2ccc(Cl)cc2)c(=O)n(C)c1=O	-9	-9	0.1	-5	0.0	0	2	1
O=C1CC(c2cccc(Cl)c2)CC(O)=C1C=Nc1ccccc1 (stereo not given)	·	1	0.0	0	-0.6	5	-1	·
COc1ccc(CN2CCNC(=O)C2CC(=O)NC2CC(C)(C)CC(C)(C)C2)cc1OC (stereo not given)	-37	6	0.0	-11	·	-7	·	0
COc1ccc(N=Nc2ccc(O)c(P(=O)(c3ccccc3)c3ccccc3)c2)cc1	-17	·	?	-22	4.7	9	8	6
CCOC(=O)c1ccc(NC(=O)c2nc[nH]c2C(=O)N2CCc3ccccc3C2)cc1	-4	2	0.2	-4	0.1	6	2	-3
CCCN1C[C@H](C)[C@@H](OC)CN(C)C(=O)c2cc(NC(=O)c3cnccn3)ccc2OC[C@H]1C	-8	7	0.6	-5	0.5	1	6	·
CN(C)C(=O)[C@@H]1[C@@H](CO)[C@@H]2Cn3c(cccc3=O)[C@H]1N2C(=O)c1ccccc1	-17	-5	0.0	·	-0.3	-8	0	3
N#C[C@H]1[C@H](c2ccc(C#Cc3ccccc3F)cc2)[C@@H](CO)N1C(=O)C1CCC1	·	-25	0.0	-4	-0.3	-22	33	5
C[C@H]1CN([C@@H](C)CO)C(=O)CCCn2cc(nn2)CO[C@H]1CN(C)Cc1ccccc1	-11	-2	0.0	3	-0.1	9	3	-35
C[C@H]1CN([C@@H](C)CO)C(=O)Cc2cc(NS(C)(=O)=O)ccc2O[C@H]1CN(C)C(=O)Nc1ccc(C(F)(F)F)cc1	5	-7	-0.3	·	·	6	-8	-4
C[C@H](CO)N1C[C@H](C)[C@@H](CN(C)C(=O)c2ccc(F)cc2)Oc2cc(Br)ccc2S1(=O)=O	-4&7	-11&2	0.2&0.0	-8	0.0&-0.1	11&-1	8&6	16&14
O=c1[nH][nH]c(-c2ccccc2O)c1C(C[N+](=O)[O-])c1cccc(Cl)c1 (stereo not given)	-6	·	-0.1	2	·	·	3	2
CCC(Sc1nc2ccccc2[nH]1)C(=O)Nc1ccc(NC(C)=O)cc1 (stereo not given)	-8	·	0.0	-17	·	·	-3	1
C[C@@H]1CN([C@@H](C)CO)C(=O)Cc2cc(NC(=O)Nc3ccc4c(c3)OCO4)ccc2O[C@H]1CN(C)S(=O)(=O)c1cccs1	·	2	0.0	·	1.5	5	5	·
CCC(=O)Nc1ccc2c(c1)OC[C@H](C)N(Cc1ccccc1C(=O)O)C[C@H](C)[C@@H](OC)CN(C)C2=O	7	·	0.1	-5	3.9	·	3	90*
C[C@@H]1CN([C@H](C)CO)S(=O)(=O)c2ccc(-c3ccncc3)cc2O[C@H]1CN(C)Cc1cncnc1	18	-6	-1.4	-10	-0.7	-6	4	-4
C[C@H]1CN([C@@H](C)CO)C(=O)c2cccc(NC(=O)c3ccc(-c4nccs4)cc3)c2O[C@H]1CN(C)Cc1ccc(C(=O)O)cc1	-4	4	-0.4	·	-0.2	-4	-11	-2
CCO[C@H]1OC(C(=O)NCc2ccccc2)=C[C@@H](C(C)(C)C)[C@@H]1CCCO	9&7	11	0.1	6	1.0	0&1	6&1	2&0
COc1ccc2c3c(n(C)c2c1)[C@@H](CO)N(S(C)(=O)=O)CC31CN(C(=O)c2ccccn2)C1	0	·	0.1	·	0.1	·	3	14
CCOC(=O)N(C)c1c(CC)nc2c(OCc3ccccc3)cccn12	-4	-8	0.0	0	-0.2	-1	-4	-5
C[C@H]1CN([C@@H](C)CO)C(=O)c2cc(NS(=O)(=O)c3ccc(Cl)cc3)ccc2O[C@H]1CN(C)S(=O)(=O)c1ccc(Cl)cc1	9	-2	0.3	·	0.8	-3	9	1
C[C@H]1CN([C@@H](C)CO)C(=O)c2cc(/C=C/c3ccccc3)cnc2O[C@@H]1CN(C)C(=O)NC1CCCCC1	12	2	-0.3	-8	0.7	1	-13	4
CNC(=O)NC(=O)C(C)Oc1ccccc1F (stereo not given)	-20	-4	0.1	-1	0.0	3	5	-2
O=S(=O)(NCC1(N2CCOCC2)CCCCC1)c1ccccc1Cl	-2	4	0.1	-3	-2.0	5	3	-15
CCOC(=O)c1cc(-c2cccnc2)nn1-c1ccccc1C	-15	-3	0.1	7	-0.1	-10	-3	-1
O=c1[nH]c2ccc(Br)cc2c(-c2ccccc2)c1CN1CCOCC1	-90	0	-0.1	-4	-0.1	-13	10	10
O=C(COc1ccccc1)NCC(=O)NC1CCCCC1	-4	·	-0.2	5	0.3	·	1	1
O=C(c1ccccc1NS(=O)(=O)c1ccc(F)cc1F)N1CCCCC1	-8	-4	0.4	0	-0.1	7	-3	-10
C[C@@H]1CN([C@H](C)CO)C(=O)Cc2cc(NC(=O)c3ccncc3)ccc2O[C@@H]1CN(C)S(=O)(=O)c1ccccc1	-10	-1	-0.1	3	-0.1	-1	-1	-3
CC1(C(=O)NCC2CCCCC2)CCN1C(=O)Cc1ccc(-c2ccccc2)cc1 (stereo not given)	-7	4	0.0	-2	-0.4	-9	4	-1
Cc1[nH]c(=O)[nH]c(=O)c1Sc1ccccc1[N+](=O)[O-]	6	-2	0.4	-1	0.1	0	7	-1
Cc1cc(C)c(C)c(S(=O)(=O)NCC(=O)NCC2CCCCC2)c1C	4	1	0.2	-3	·	·	6	-3
O=C(COc1ccc(S(=O)(=O)N2CCOCC2)cc1Cl)NCc1ccc2c(c1)OCO2	-12	-9	-0.2	·	-0.2	3	-6	-8
CCOC(=O)C1=C(CBr)NC(=O)NC1C (stereo not given)	3	4	0.2	·	·	1	-7	1
Cc1oc(S(=O)(=O)N2CCCCC2)cc1NC(=O)Nc1ccc(F)cc1	-11	3	0.0	5	13	·	-3	1
S=c1nc[nH]c2c1ncn2-c1ccccc1	-11	-1	0.0	5	0.5	-3	1	12
COc1cccc(S(=O)(=O)N2CCCCN3[C@H](CO)[C@H](c4ccc(C#CC5CC5)cc4)[C@H]3C2)c1	-14	-2	0.0	·	-0.5	7	15	2
C[C@@H]1CN([C@@H](C)CO)C(=O)c2cc(NC(=O)Nc3ccc(C(F)(F)F)cc3)ccc2O[C@@H](C)CCCCO[C@H]1CN(C)C(=O)Cc1ccccc1	-18	-6	-1.0	·	1.3	-4	-4	-8
C[C@H]1CN([C@@H](C)CO)C(=O)c2cc(C#CC3(O)CCCC3)cnc2O[C@H]1CN(C)C	-8	-4	-0.8	-8	-0.1	4	-6	43
COc1ccccc1NC(=O)N[C@@H]1CC[C@@H](CCNS(=O)(=O)c2ccc(Cl)cc2)O[C@H]1CO	-8	2	0.1	6	0.0	-19	2	2
COc1ccccc1N1CCN(/N=C/c2ccc(Cl)c([N+](=O)[O-])c2)CC1	-2	44*	0.0	-5	·	-1	-91	6
N#CC1=C(N)NC(=S)C(C(N)=O)C1c1ccccc1F (stereo not given)	-10	·	-0.1	2	0.1	-6	6	-3
Cc1nc(C)c(Oc2cccc(C(F)(F)F)c2)c(=O)[nH]1	-13	0	0.3	-5	-0.2	8	3	6
C[C@H](CO)N1C[C@H](C)[C@@H](CN(C)C(=O)Nc2ccc3c(c2)OCO3)Oc2ncc(-c3cncnc3)cc2C1=O	12	-2	0.8	·	-0.1	6	-1	-33
CC(/C=C/c1ccco1)=N\NC(=O)c1cc(Cl)ccc1O	-19	·	0.1	10	6.8	·	-6	4
CN(C)c1ccc(/C=C/c2nc3ccccc3c(=O)n2-c2ccc(C(=O)O)cc2)cc1	i	3	0.0	-1	0.0	i	12	-17
COc1c2occc2cc2ccc(=O)oc12	-2	-5	·	·	·	15	-11	-8
O=C(CCNC(=O)c1ccco1)Nc1ccc(OC(F)(F)F)cc1	1	11	0.2	1	-0.1	-3	-4	3
Cc1ccc(NC2CCCCC2NS(=O)(=O)c2ccccc2)c(C)c1 (stereo not given)	-7	-24	0.0	2	·	-7	12	-1

An unsorted share of the library. Share with any hit: about 3%.
